Assay outcomes as filed in PubChem BioAssay.
HT1080NT lethal: qHTS for induction of synthetic lethality in tumor cells producing 2HG: qHTS for the HT-1080-NT fibrosarcoma cell line; HT-1080-NT fibrosarcoma viability, CellTiter-Glo ATP luminescence, 48 h; Potency, µM (series often up to 46.1 µM), without a hit: at the top dose activity, negative = less viability, actives largely listed as cytotoxic; 360,000 compounds, 1.6% hits; AID 686970, 2013;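 further: NT is the 2HG producing partner of a matched IDH1 knockdown line; potency means the concentration at half of the fitted maximal effect; 0% = DMSO-treated cells and -100% = media-only wells without cells; nearly all actives have a fitted effect of over 55% in size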
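Viability by CellTiter-Glo luminescence after 48 h compound exposure at 37C of HT-1080-NT cells (750/well, RPMI, 5% FBS). % activity scaled between DMSO wells and medium-only wells, then curve-fitted and categorized by curve class.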
HT1080 IDH1KD tx: qHTS for induction of synthetic lethality in tumor cells producing 2HG: qHTS for the HT-1080-IDH1KD cell line; HT-1080 IDH1 knockdown viability, ATP luminescence, 48 h; Potency, µM (top dose mostly 46.1 µM), for inactives: at the highest dose activity, negative = toxicity, most hits filed as cytotoxic; 360,000 compounds, 2% hits;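 further: potency means the concentration at half of the fitted maximal effect; 0% = DMSO wells and -100% = cell-free medium wells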
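Viability of IDH1-knockdown HT-1080 fibrosarcoma cells was assessed by CellTiter-Glo after 48 h at 37 °C with titrated compound; concentration-effect curves were classified by fit quality and response size.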
KB-3-1 cytotox: qHTS assay for MDR1-selective chemotherapeutics: Primary screen using the parental adenocarcinoma cell KB-3-1 | 400,000 compounds, 1.4% hits | KB-3-1 viability, CellTiter-Glo ATP luminescence, 72 h | AID 1347075, 2019 | Potency, µM (doses to about 46.1 µM), for inactives: at the top dose activity change, negative = cytotoxic, actives largely listed as cytotoxic; further: potency means the concentration at half of the fitted maximal effect; on the % scale 0 is the no-effect control and ±100 the full control effect; nearly all actives have a fitted effect of over 60% in size
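KB-3-1 parental drug-naive adenocarcinoma cells in DMEM/10% FBS, incubated 72 h at 37 C with pin-transferred compounds across a concentration series. Viability by CellTiter-Glo luminescence; concentration-response curves fitted after normalization.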
WRN helicase inh: qHTS for Inhibitors of WRN Helicase | Bifunctional 3'-5' exonuclease/ATP-dependent helicase WRN (Homo sapiens), Q14191 | WRN helicase unwinding, fluorescent forked duplex, kinetic | Potency, µM (series often up to 114 µM), without a hit: at the highest dose activity change, negative = inhibition, usual class: inhibitors | 360,000 compounds, 0.46% hits; further: potency means the concentration at half of the fitted maximal effect; on the % scale 0 is the no-effect control and ±100 the full control effect; nearly all actives have a fitted effect of over 55% in size
Target sequence (Q14191 whole entry, looked up): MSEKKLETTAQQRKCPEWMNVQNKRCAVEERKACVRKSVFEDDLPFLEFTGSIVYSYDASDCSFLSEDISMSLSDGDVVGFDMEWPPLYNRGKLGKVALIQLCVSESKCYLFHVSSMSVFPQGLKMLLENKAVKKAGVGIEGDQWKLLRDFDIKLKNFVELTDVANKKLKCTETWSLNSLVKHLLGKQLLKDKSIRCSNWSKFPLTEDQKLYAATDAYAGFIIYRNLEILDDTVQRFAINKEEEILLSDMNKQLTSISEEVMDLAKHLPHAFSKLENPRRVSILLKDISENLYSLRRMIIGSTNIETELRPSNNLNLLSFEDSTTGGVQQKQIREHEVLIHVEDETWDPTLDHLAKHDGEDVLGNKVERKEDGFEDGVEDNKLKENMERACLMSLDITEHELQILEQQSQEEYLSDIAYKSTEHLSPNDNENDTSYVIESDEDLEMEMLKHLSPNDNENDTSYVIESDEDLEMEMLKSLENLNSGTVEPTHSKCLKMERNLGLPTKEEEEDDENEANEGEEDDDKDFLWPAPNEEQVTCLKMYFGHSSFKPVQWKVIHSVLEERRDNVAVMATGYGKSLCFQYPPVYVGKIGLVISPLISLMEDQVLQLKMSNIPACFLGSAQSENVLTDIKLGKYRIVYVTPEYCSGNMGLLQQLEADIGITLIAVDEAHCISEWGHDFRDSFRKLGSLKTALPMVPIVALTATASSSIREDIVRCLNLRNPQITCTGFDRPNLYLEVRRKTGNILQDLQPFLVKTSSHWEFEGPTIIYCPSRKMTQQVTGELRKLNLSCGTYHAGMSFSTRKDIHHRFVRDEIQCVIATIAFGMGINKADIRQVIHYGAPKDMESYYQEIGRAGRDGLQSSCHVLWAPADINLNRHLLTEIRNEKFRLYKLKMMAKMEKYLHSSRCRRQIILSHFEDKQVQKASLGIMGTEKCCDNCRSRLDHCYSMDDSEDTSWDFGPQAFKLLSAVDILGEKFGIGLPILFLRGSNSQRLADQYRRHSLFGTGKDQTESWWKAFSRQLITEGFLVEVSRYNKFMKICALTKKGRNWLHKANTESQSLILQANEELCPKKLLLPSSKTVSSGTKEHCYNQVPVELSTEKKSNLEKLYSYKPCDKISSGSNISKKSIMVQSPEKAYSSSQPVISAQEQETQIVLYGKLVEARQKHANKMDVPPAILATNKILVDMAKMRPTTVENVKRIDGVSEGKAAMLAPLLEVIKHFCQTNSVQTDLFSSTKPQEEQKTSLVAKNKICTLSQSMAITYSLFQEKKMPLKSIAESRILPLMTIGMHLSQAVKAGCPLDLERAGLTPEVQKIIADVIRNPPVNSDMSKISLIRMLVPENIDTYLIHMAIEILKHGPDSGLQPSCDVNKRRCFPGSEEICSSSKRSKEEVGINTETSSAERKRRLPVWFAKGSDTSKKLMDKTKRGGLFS
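WRN at 20 nM final was preincubated with compound for 15 min at room temperature; reaction started with 100 nM forked duplex oligonucleotide carrying fluorophore and quencher plus 2 mM ATP (final). Unwinding followed kinetically by red fluorescence (ex 525/em 598 nm).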
KB-V1 MDR tox: qHTS assay for MDR1-selective chemotherapeutics: Primary screen using the drug-selected MDR subline cells KB-V1. 400,000 compounds, 3.4% hits. AID 1347076, 2019. Potency, µM (series often up to 46.1 µM), for the others: at the top dose activity change, negative = cytotoxicity, actives largely listed as cytotoxic. KB-V1 MDR cells viability, CellTiter-Glo, 72 h; further: potency means the concentration at half of the fitted maximal effect; on the % scale 0 is the no-effect control and ±100 the full control effect; nearly all actives have a fitted effect of over 60% in size
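qHTS viability screen in drug-selected KB-V1 MDR cells: 72 h compound treatment at 37 degrees C, ATP luminescence end point.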
IL1B secr inh: qHTS for Inhibitors of Inflammasome Signaling: IL-1-beta AlphaLISA Primary Screen; THP-1 LPS/ATP IL-1B secretion, AlphaLISA, 16 h; active compounds read low; activity change, % at 57.5 µM; 360,000 compounds, 4.7% hits; AID 743279, 2014; in the data active means activity change below about -50%; inconclusive means mostly about -30% to -49%; further: on the % scale 0 is the no-effect control and ±100 the full control effect
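THP-1 cells pretreated 1 hr with compounds (up to 57.5 uM final), then stimulated with LPS (250 ng/mL final) plus ATP (1.25 mM final); secreted IL-1B measured by AlphaLISA after 16 hr, decreased signal indicating inhibition.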
SW480 rereplic: A quantitative high throughput screen for small molecules that induce DNA re-replication in SW480 colon adenocarcinoma cells | SW480 DNA re-replication, Hoechst DNA content imaging, 48 h | 340,000 compounds, 1.8% hits | Potency, µM (highest dose often 46.1 µM), for the others: at the top dose re-replication activation, actives largely listed as activators; further: potency means the concentration at half of the fitted maximal effect; % of control where 0% means no effect; nearly all actives have a fitted effect of over 55% in size
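SW480 cells exposed to compounds for 48 hr at 37 C, 5% CO2, then Hoechst-stained 40 min. Nuclear DNA content imaged by fluorescence scanning (405 nm excitation, 500-530 nm emission); re-replication scored as increased high-intensity nuclei.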
MCF10A rereplic: A quantitative high throughput screen for small molecules that induce DNA re-replication in MCF 10a normal breast cells; AID 624296, 2012; MCF 10A DNA re-replication, Hoechst nuclear intensity, 48 h; Potency, µM (titrated, usually from 46.1 µM), inactives show at the highest dose activity, positive = re-replication, actives largely listed as activators; 350,000 compounds, 2.9% hits; further: potency means the concentration at half of the fitted maximal effect; % of control where 0% means no effect; nearly all actives have a fitted effect of over 50% in size
ATXN2 expr inh: Primary qHTS for Inhibitors of ATXN expression | HEK-293 ATXN2-luciferase reporter, luminescence, 24 h | Potency, µM (series often up to 57 µM), for inactives: at the highest dose activity change, negative = inhibition, usual class: inhibitors | 360,000 compounds, 0.72% hits; further: potency means the concentration at half of the fitted maximal effect; on the % scale 0 is the no-effect control and ±100 the full control effect; nearly all actives have a fitted effect of over 55% in size
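ATXN2-luciferase reporter cells (luciferase flanked by upstream and downstream ATXN2 gene portions) were treated 24 h at 37 °C with compounds at up to 57 uM. SteadyGlo luminescence gave expression; GF-AFC fluorescence gave viability.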
* marks the source's active call; other numbers are inactive results; ? = inconclusive; . = not tested or not shown; & = joins results of further samples; ! = not confirmed by another sample; [ ] = another dose, or the depositor's remark. Unless noted, the call rests on the fitted dose curve; in most records, active means well fitted curve in the direction sought with a large enough effect; inconclusive means small, poorly fitted or top-dose-only effect, or another doubt; inactive means no such curve, though single readings can be large; an effect the other way counts as inactive or inconclusive.

compound | HT1080 IDH1KD tx | ATXN2 expr inh | MCF10A rereplic | HT1080NT lethal | SW480 rereplic | WRN helicase inh | IL1B secr inh | KB-V1 MDR tox | KB-3-1 cytotox
CC(C)(C)n1nc(Cc2cccc3ccccc23)c(C#N)c1N | . | -3% | -3% | . | -5% | . | . | -6% | -23%
Nc1ncncc1-c1ccc([N+](=O)[O-])cc1 | 6% | -9% | 21% | 0% | ? | -3% | -2 | -20% | -29%
CCOC(=O)CCSc1nc(C)c2ccccc2n1 | 7% | 2% | 10% | 14% | 2% | -6% | 13 | ? | -1%
COc1cc(C(=O)Nn2c(CC(C)C)nc3ccccc3c2=O)cc(OC)c1OC | -11% | -16% | 0% | 0% | -4% | -5% | 25 | -5% | -4%
CC1(C)C2CCC1(C)C(NC(=O)CCN1CCCCC1)C2 (configuration not stated) | 6% | -1% | -9% | 4% | 22% | -5% | -13 | 0% | -3%
O=C(CCNS(=O)(=O)c1ccc2c(c1)CCC(=O)N2)NCc1cccnc1 | 4% | -6% | 0% | -3% | -4% | 5% | -1 | 4% | -3%
CCCn1c(=O)c(C(=O)N/N=C/c2ccccc2F)c(O)c2ccccc21 | 16% | . | 5% | 30% | ? | 2% | 0 | -2% | 0%
O=C(Oc1ccc(OC(=O)C2CCC2)cc1)C1CCC1 | -4% | 21% | ? | 3% | -1% | -7% | 15 | -3% | 0%
CCCNC(=O)C(Cc1ccc(I)cc1)NC(=O)C1CC1 (configuration not stated) | 1% | 2% | 8% | 11% | 6% | 0% | 21 | -13% | -2%
CCc1ccccc1N(CC(=O)NCC1CCCO1)C(=O)CCC(=O)Nc1cc(C)on1 (configuration not stated) | 8% | -16% | 3% | -2% | -4% | -1% | 0 | -2% | 1%
COc1cccc(C2OC(=O)c3ccccc3N2C(C)=O)c1OC(C)=O (configuration not stated) | -3% | 4% | 19% | 1% | -1% | -7% | -14 | 6% | 3%
CCN(C1CCS(=O)(=O)C1)S(=O)(=O)c1cccc([N+](=O)[O-])c1 (configuration not stated) | 16% | 1% | -2% | 24% | 2% | 9% | 6 | 24% | 20%
CCC1CCCCN1CCCNC(=O)CNC(=O)c1nn(-c2ccc(OC)c(Cl)c2)c(=O)c2ccccc12 (configuration not stated) | -16% | -20% | 7% | -19% | 2% | 2% | ? | 11% | 10%
Cc1cccc(OCCSc2cc(C)nc(N)n2)c1 | -7% | 29% | 2% | 1% | -5% | -12% | -11 | ? | ?
Cn1c(=NC(=O)CN2C(=O)C3CC=CCC3C2=O)sc2ccccc21 (configuration not stated) | 14%&0% | 13%&14% | 8%&-8% | 14%&-1% | -1% | -11%&1% | 6&-7 | 5.2µM*! | 6%&-10%
COc1ccc(C(=O)Nc2ccc3c(c2)OCO3)cc1OC | -23% | 44%[activator] | 13% | ? | 3% | 0% | -23 | -19% | -14%
O=C(COC(=O)[C@@H]1CC(O)CN1S(=O)(=O)c1ccccc1[N+](=O)[O-])c1ccccc1 (some centres not stated) | -2% | 16% | -4% | -1% | 2% | -6% | 11 | ? | -3%
O=C1Nc2cc(C(=O)NCCCN3CCCC3)ccc2S/C1=C/c1ccccc1F | 4% | . | ? | 8% | 18µM* | 13% | ? | -1% | 0%
COc1cc(/C=C/C(=O)OCC(=O)NC(=O)NC(C)C)ccc1OCC#N | -8% | 9% | ? | -12% | 0% | 1% | 8 | 6% | 11%
CCOC(=O)C1=C[C@@H](CC)N(S(=O)(=O)c2ccc([N+](=O)[O-])cc2)[C@H]1c1ccccc1 | 3% | 0% | . | 7% | . | -1% | 22 | 17% | 0%
O=C1C2C3C=CC(C3)C2C(=O)N1c1n[nH]c(-c2ccccc2)n1 (configuration not stated) | -3% | 3% | 3% | 2% | -17% | -3% | -1 | -5% | -4%
C(=N\Nc1nc2ccccc2[nH]1)/c1ccc2ncccc2c1 | 0.73µM* | ? | ? | 0.65µM* | -51%[inhibitor] | -13% | 0 | ? | 1µM*
CCN1C(=O)/C(=C2\C=Cc3ccccc3N2CC)SC1=S | 4% | 5% | 3% | 5% | -14% | -7% | -4 | 13% | 19%
CCNC(=O)C1(C)CCN(C(=O)c2cc(F)cc(F)c2)C1 (configuration not stated) | 12% | 3% | . | 1% | . | 9% | -4 | 4% | 0%
COc1ccc(-c2noc(CCC(=O)NC3CCCCCC3)n2)cc1 | -4% | -9% | ? | 9% | ? | 4% | 21 | 0% | -1%
COC(=O)c1ccc(CNC(=O)C23CC4CC(CC(C4)C2)C3)cc1 | 2% | 1% | -8% | -5% | -1% | -3% | -6 | 2% | 6%
COc1ccc(-c2nc3ccc(C)cn3c2NCc2ccc3c(c2)OCO3)cc1 | 3% | . | 2% | 2% | 17% | -6% | -3 | -9% | -4%
Cc1ccc(S(=O)(=O)N2CCCCC2)cc1NC(=O)COC(=O)c1ccc(=O)[nH]c1 | -5% | 3% | 2% | 1% | 7% | 7% | 0 | 0% | -6%
Cc1cccc(NC(=O)c2nc[nH]c2C(=O)N[C@@H](CC(C)C)C(=O)OCc2ccccc2)c1 | -27% | 0% | ? | -22% | ? | -8% | -5 | ? | -27%
CCOc1ccccc1-n1c(SCC(=O)NCc2ccco2)nnc1-c1ccncc1 | 3% | -1% | 0% | 16% | 8% | -20%[57.1 µM] | -10 | 8% | 6%
COC(=O)[C@@]12C[C@@H](CC(=O)N3CCC(c4ccccc4)CC3)C(=O)N(Cc3ccccc3)C1=CCC(C)(C)C2 | ? | . | . | ? | . | -5% | -70* | ? | -14%
CCc1cc(C(=O)OC)c(NC(=O)CCC(=O)O)s1 | 2% | -3% | -1% | 2% | -1% | 17% | 17 | -1% | -1%
O=C(COC(=O)CCSc1ccccc1)NCc1ccccc1Cl | -1% | 5% | -7% | 7% | -7% | 4% | 18 | -23% | -2%
O=C(NC1CCS(=O)(=O)C1)c1ccccc1Cl (configuration not stated) | 6% | 9% | -2% | 7% | -4% | -2% | 17 | 0% | 14%
Cc1ccc(NC(=O)CCc2c(C)nn(-c3ccc(N4CCOCC4)nn3)c2C)c(C)c1 | 16% | 4%&5% | -2% | 10% | -1% | -3% | 17 | -5%&-13% | 7%&2%
CSc1ccccc1NC(=O)CN(C)CC(=O)Nc1ccccc1N1CCOCC1 | -12% | -15% | -1% | -16% | 11% | -6% | 58 | ? | -2%
CN(C)CCNCCCNc1c2ccccc2nc2cccc([N+](=O)[O-])c12 | ? | ? | ? | -24% | ? | ? | ? | -6% | 0.016µM*
CC1Cc2cc(/C(O)=C3/C(=O)C(=O)N(CC4CCCO4)C3c3ccco3)ccc2O1 (configuration not stated) | 16% | 14% | -14% | 10% | -2% | -13%[57.1 µM] | -1 | -1% | -1%
Cc1noc(C)c1C(=O)N1CCN(S(=O)(=O)c2ccc(F)cc2)CC1 | 4% | 11% | -1% | 0% | -4% | 0% | 24 | 25% | 0%
COc1ccc(N(CC(=O)NCc2ccccc2C)S(=O)(=O)c2ccc(C)cc2)cc1OC | -10% | -6% | -1% | 1% | -3% | 2% | 14 | -3% | -16%
CCc1ccc(OCc2nnc(NC(=O)c3cccs3)s2)cc1 | 1% | 9% | 0% | 4% | -1% | -16% | 6 | 0% | -2%
CN(C)c1ccc(C(=O)N/N=C/c2ccccn2)cc1 | ? | -21% | -27% | ? | 28% | 2% | -2 | -6% | -19%
Cc1[nH]n(-c2ccccc2)c(=O)c1C=Nc1ccc2[nH]c(=O)[nH]c2c1 | 4% | -1% | 2% | 1% | -3% | -18% | 17 | 9% | 5%
COCCNC(=O)c1ccc2c(c1)ncn2-c1ccc(F)c(F)c1 | 29% | 36%[activator] | 20% | ? | -2% | 11% | ? | -25% | 30%
COc1ccc2c(C)cc3nnnn3c2c1 | -1% | -4% | -1% | -10% | 3% | -8% | -13 | -4% | 0%
COc1ccc(Br)cc1/C=N/n1c(C)nc2ccccc2c1=O | -2% | -14% | 9% | -2% | -4% | -1% | -4 | 0% | 7%
CC(C)(C)N(NC(=O)c1ccccc1)C(=O)c1ccc(C(=O)N(NC(=O)c2ccccc2)C(C)(C)C)cc1 | 0% | 10% | 0% | 7% | -80%[inhibitor] | 4% | 13 | 1% | 5%
CC#CC[N+](C)(CC#CC)CC(=O)c1ccccc1 | -25% | . | -7% | -22% | -4% | -5% | 1 | 30% | 0%
COc1ccc(OC)c(NC(=O)CSc2nnc(Cn3nnc4ccccc43)n2C)c1 | 1% | 3% | 0% | 10% | 5% | 0% | 0 | 0% | 6%

Records listed above shown as hits in IL1B secr inh.
| Molecule | SW480 rereplic | WRN helicase inh | IL1B secr inh |
| --- | --- | --- | --- |
| COC(=O)[C@@]12C[C@@H](CC(=O)N3CCC(c4ccccc4)CC3)C(=O)N(Cc3ccccc3)C1=CCC(C)(C)C2 | . | -5% | -70* |

2 compounds from above, limited to SW480 rereplic, HT1080NT lethal and MCF10A rereplic.
SMILES	SW480 rereplic	HT1080NT lethal	MCF10A rereplic
O=C(NC1CCS(=O)(=O)C1)c1ccccc1Cl (configuration not stated)	-4%	7%	-2%
Cc1[nH]n(-c2ccccc2)c(=O)c1C=Nc1ccc2[nH]c(=O)[nH]c2c1	-3%	1%	2%

Random draw from the library; 12% or so of the library scored in one or more.
